Screening data: PubChem BioAssay, University of Kansas High Throughput Screening Laboratory
mHTT CaM bind: disrupts binding of mutant huntingtin to calmodulin; inhibition, % at 15 µM; 3.6% of 190,000 active; P42858; AlphaScreen His-mHTT/GST-CaM binding, luminescence;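 note: 0% = both proteins with DMSO and 100% = one protein alone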
Pf apPOL inh: Pf-apPOL DNA polymerase inhibition; Recombinant Pf-apPOL, molecular beacon fluorescence, 1.5 h; inhibition, % at 10 µM; 0.25% of 210,000 active; AID 1794808
* marks the source's active call; other numbers are inactive results; / = not tested or not shown; & = joins results of further samples. Cut-off read from the data, not from the text of the source: active = inhibition above about 50%; inactive = the rest.

1	O=C(O)c1cc(=O)cc(C(=O)O)[nH]1
2	CN(C)C=C(C#N)c1cccc(C(F)(F)F)c1
3	CS(=O)(=O)N1CCc2cc(S(=O)(=O)Nc3ccc4c(c3)OCO4)ccc21
4	O=C(NCc1ccccc1Cl)C1CCN(S(=O)(=O)N2CCCCCC2)CC1
5	O=C(NCCOc1ccc2nnc(-c3ccc(F)cc3)n2n1)c1cc(-c2ccco2)[nH]n1
6	Cn1c(=O)n(C)c2cc(Cl)ccc21

assay / compound,1,2,3,4,5,6
mHTT CaM bind,/,/,-5,-11,-6,-4
Pf apPOL inh,-3,0,/,-4,64*,/

7	O=C1C=CC(=NS(=O)(=O)c2cccs2)C=C1
8	CC1=C(C(=O)Nc2ccccc2Br)C2(CCCCC2)OC1=O
9	CSc1nnnn1-c1ccc(F)cc1
10	CC(C)C(=O)Nc1ccc(NC(=O)c2ccc(-c3ccc(Cl)cc3)o2)cc1
11	O=C1N=c2ccc(F)cc2=C1c1sc(=Nc2ccccc2)n(-c2ccccc2)c1O
12	O=C1c2cccc([N+](=O)[O-])c2C(=O)N1c1cccnc1

assay / compound,7,8,9,10,11,12
mHTT CaM bind,42,-1,-3,-3,33,1
Pf apPOL inh,0,-4,/,-3,/,-1

13	CC(=O)c1cccc(NC(=O)c2c[nH]c(=O)n(-c3ccc(F)cc3)c2=O)c1
14	Cc1ccc(C2CCCN2C(=O)c2ccc(F)cc2)cc1 (stereo not drawn)
15	O=C(NCc1ccc(Cl)cc1)c1nn2c(C(F)(F)F)cc(-c3ccco3)nc2c1Cl
16	Nc1ccccc1SCC(=O)Nc1cc(C(F)(F)F)ccc1Cl
17	Cc1ccc(CN2CCCn3nc(C(=O)NC4CC4)cc3C2=O)cc1
18	COc1cccc(-c2nc3ccccc3[nH]2)c1

assay / compound,13,14,15,16,17,18
mHTT CaM bind,-16,-3,-5,/,-2,-2
Pf apPOL inh,-3,-1,-5,-1,0,-2

19	CCc1nc(-c2c(C)cc(C)nc2NC(=O)C2CCCC2)no1
20	CNC(=O)c1cccnc1N1CCNC(c2ccccc2)C1 (stereo not drawn)
21	O=C1OC(c2ccc(Br)cc2)=N/C1=C\c1coc2c(Cl)cc(Cl)cc2c1=O
22	Cc1nn(C)c(C)c1Nc1ccc(N2C(=O)CC(C)C2=O)cc1[N+](=O)[O-] (stereo not drawn)
23	CNC(=O)C1CN(C(=O)Nc2ccccc2OC)CC12CCCC2 (stereo not drawn)
24	Cc1cc2oc(=O)cc(-c3ccccc3)c2c(C)c1-c1sccc1C=O

assay / compound,19,20,21,22,23,24
mHTT CaM bind,-2,-1,0,5,-12,6
Pf apPOL inh,-1,-3,-1,-12,-4,-5

Of the compounds above, these have an NH in an aromatic ring:
1	O=C(O)c1cc(=O)cc(C(=O)O)[nH]1
5	O=C(NCCOc1ccc2nnc(-c3ccc(F)cc3)n2n1)c1cc(-c2ccco2)[nH]n1
13	CC(=O)c1cccc(NC(=O)c2c[nH]c(=O)n(-c3ccc(F)cc3)c2=O)c1
18	COc1cccc(-c2nc3ccccc3[nH]2)c1

assay / compound,1,5,13,18
mHTT CaM bind,/,-6,-16,-2
Pf apPOL inh,-3,64*,-3,-2

(further entries)
25	CCOc1coc(C(=O)Nc2cccc(F)c2)cc1=O
26	c1ccc(CN2CCCCC2c2nc(-c3ccncc3)no2)cc1 (stereo not drawn)
27	Cc1c(C(=O)NCCSc2c[nH]c3ccccc23)cccc1[N+](=O)[O-]
28	Cc1cccc2c(C(=O)NC3CCCC3)c3c(nc12)CCC3
29	CC1CCN(c2ccc(-c3noc(CCC(=O)NCCc4ccccc4)n3)cc2)CC1
30	CC(C)(C)OC(=O)N1CCCC(C(=O)Nc2ccc(C(=O)NCc3ccccc3)cc2)C1 (stereo not drawn)

assay / compound,25,26,27,28,29,30
mHTT CaM bind,-13,-12,19,-4,-1,2
Pf apPOL inh,-3,-4,7,-3,-6,0

31	COCCN(CCOC)Cc1cc(=O)oc2cc(OC)ccc12
32	COc1ccccc1CNC(=O)c1nnn(Cc2cccc(F)c2)c1N
33	Cc1cc(C)n(-c2cc(N3CCN(S(C)(=O)=O)CC3)ccc2[N+](=O)[O-])n1
34	CC1C(c2ccc3ccccc3n2)=CNc2ccccc21 (stereo not drawn)
35	CC(=O)Nc1ccc(C(=O)Nc2cccc([N+](=O)[O-])c2C)cc1
36	Cc1c(Cl)cccc1NC(=O)c1ncccn1

assay / compound,31,32,33,34,35,36
mHTT CaM bind,-2,-3,12,91*,0,-2
Pf apPOL inh,3,-4,-8,-1,-3,-4

37	Cc1ccc([C@H]2C[C@@H](O)[C@H](n3cc(COC(=O)c4ccccc4)nn3)CN2Cc2cccs2)cc1
38	Cc1noc(C)c1S(=O)(=O)N1CCC(C(C)C(=O)NCCCN2CCCC2=O)CC1 (stereo not drawn)
39	O=C(NCC1CC1)c1cncc(-c2cc(F)ccc2F)c1
40	COc1ccc(N(C)CN2C(=O)S/C(=C\c3ccc4c(c3)OCO4)C2=O)cc1
41	COCCCNC(=O)C1CCN(S(=O)(=O)c2ccc(C)cc2)CC1
42	O=C1NN(c2ccc(Cl)c(Cl)c2)C(=O)/C1=C/c1cc2c(cc1[N+](=O)[O-])OCO2

assay / compound,37,38,39,40,41,42
mHTT CaM bind,1,-10,-3,7,-2,75*
Pf apPOL inh,2,-1,-4,-10,-9,-3

43	O=C(NCc1ccc(F)cc1)N1CCC2(CC1)Nc1cc(F)ccc1-n1cccc12
44	COc1ccc(C(Nc2cc(C)ccn2)c2ccc3cccnc3c2O)cc1O (stereo not drawn)
45	CC(C)C(CC(=O)NCc1cccnc1)NS(=O)(=O)c1ccc(F)cc1 (stereo not drawn)
46	COc1ccc(C2=NN(S(=O)(=O)c3ccccc3)C(c3ccc(OC)cc3)C2)cc1 (stereo not drawn)
47	COc1ccccc1Nc1cc(C(=O)N2CCSCC2)nc2ccc(C)cc12
48	CCc1ccc(N(CC(=O)Nc2ccc(F)cc2)S(C)(=O)=O)cc1

assay / compound,43,44,45,46,47,48
mHTT CaM bind,59*,100*,-6,1,9,-2
Pf apPOL inh,2,-18,-6,4,-3,-4

49	COCCn1cc2c3c(cccc31)CN(C(=O)c1cccc(Cl)c1)CC2
50	CN(C(=O)N1c2ccccc2Sc2ccccc21)c1ccccc1
51	CNc1nc2c(C)cccn2c(=O)c1C=Nc1ccccc1
52	CCCN1CCN(C(=O)c2ccc(NC(=O)C3CC3)cc2N2CCCCCC2)CC1
53	Cc1c(C(=O)O)c2c(n1C)C(=O)c1ccc(Br)cc1-2
54	O=C(c1ccc(OCC2CCN(C(=O)c3c(F)cccc3F)CC2)cc1)N1CCCC1

assay / compound,49,50,51,52,53,54
mHTT CaM bind,65*,-22,9,48,15,-4
Pf apPOL inh,-3,-14,11,-4,-1,-6

55	O=C1C2CC=CCC2C(=O)N1c1ccc(N2CCc3ccccc3C2)c([N+](=O)[O-])c1 (stereo not drawn)
56	Clc1cc(Br)ccc1OCCOCCN1CCOCC1
57	COc1ccc(Br)cc1C(=O)Nc1cccc([N+](=O)[O-])c1
58	CCCOc1ccc(C(=O)N2CCOCC2)cc1
59	Cc1ccc(C(=O)N2CCN(c3ccc(Cl)cc3[N+](=O)[O-])CC2C)cc1 (stereo not drawn)
60	COc1ccc(NC(=O)CN2CCC(C(=O)NCc3cccs3)CC2)c(OC)c1

assay / compound,55,56,57,58,59,60
mHTT CaM bind,43,1,-2,4,36,1
Pf apPOL inh,-19,1,-4,4,-1,-4

61	O=C(CC1CCCCC1)N1CCN(c2nc(CN3CCCCC3)cs2)CC1
62	O=C(CCCCCn1nnc2ccccc2c1=O)N1CCN(c2cccc(Cl)c2)CC1
63	Cc1ccc2oc(C(F)(F)F)cc(=O)c2c1[N+](=O)[O-]
64	Cc1ccc(Cn2c(N3CCC(C(=O)NCC4CC4)CC3)nc3ccsc3c2=O)cc1
65	CC1CCCN(C(=O)c2cc(C(C)C)n3nccc3n2)C1 (stereo not drawn)
66	Cc1cc(C2CCCN2C(=O)NCc2ccco2)on1 (stereo not drawn)

assay / compound,61,62,63,64,65,66
mHTT CaM bind,15,16,1,9,-7,2
Pf apPOL inh,2,-5,-1,-4,1,2

Reprinted at random: three records from the list.
62	O=C(CCCCCn1nnc2ccccc2c1=O)N1CCN(c2cccc(Cl)c2)CC1
66	Cc1cc(C2CCCN2C(=O)NCc2ccco2)on1 (stereo not drawn)
64	Cc1ccc(Cn2c(N3CCC(C(=O)NCC4CC4)CC3)nc3ccsc3c2=O)cc1

assay / compound,62,66,64
mHTT CaM bind,16,2,9
Pf apPOL inh,-5,2,-4

Remaining list, next part.
67	COCC(=O)N1CCN(c2ccc(Oc3ccccc3)cc2)C(=O)C1C (stereo not drawn)
68	O=C(CCC1CCCC1)N1CCC(n2cnnc2-c2ccccc2)C1 (stereo not drawn)
69	O=C(Nc1cccc2cccnc12)C(Cl)(Cl)Cl
70	CC1NC(C)(C)C(C)NC1(C)C (stereo not drawn)
71	O=C(O)C1Nc2c(Cl)cc(Cl)c(Cl)c2C2C=CCC12 (stereo not drawn)
72	CCOC(=O)c1c(N)n(CCNC(=O)c2ccccc2F)c2nc3ccccc3nc12

assay / compound,67,68,69,70,71,72
mHTT CaM bind,10,-1,/,-4,96*,-6
Pf apPOL inh,1,1,10,-3,/,-4

73	Cc1ccc(-n2c(O)c(C=Nc3cc(Cl)ccc3O)c(=O)[nH]c2=O)cc1
74	Nc1nnnn1CC(=O)N(c1cccc(Cl)c1)C1(C(=O)Nc2ccccc2)CCCCC1
75	CC(=O)c1cccc(Nc2nc(-c3ccccc3Cl)nc3ccccc23)c1
76	COc1cc(Cl)ccc1S(=O)(=O)n1cnc2cc(C)c(C)cc21
77	Fc1cc2n[nH]nc2cc1Cl
78	CC(C)(C)C(=O)Nc1c(-c2cccc(F)c2)nc2ccccn12

assay / compound,73,74,75,76,77,78
mHTT CaM bind,5,14,-1,-7,/,6
Pf apPOL inh,0,-2,-1,-3,-5,-10

79	COc1ccc(C(Nc2cc(C)ccn2)c2ccc3cccnc3c2O)cc1OC (stereo not drawn)
80	CCN(CC)CCN1C(=O)C(=O)C(=C(O)c2ccc(OC)cc2)C1c1cccc([N+](=O)[O-])c1 (stereo not drawn)
81	O=c1oc2ccc(Cl)cc2cc1-c1cn2cc(Cl)cc(Cl)c2n1
82	Cc1nc2nc(S(=O)(=O)N(CC(C)C)CC(C)C)nn2c(C)c1C
83	CNC(=O)N1CCCC(C)(C(=O)NCc2cccc(OC)c2)C1 (stereo not drawn)
84	COc1ccc(/C=C/C(=O)NCCc2cc3c(C)ccc(C)c3[nH]c2=O)cc1OC

assay / compound,79,80,81,82,83,84
mHTT CaM bind,100*,1,5,0&5,-3,2
Pf apPOL inh,3,-13,-3,-4,-2,-6

Record cards, from the list above.
Listed for CCN(CC)CCN1C(=O)C(=O)C(=C(O)c2ccc(OC)cc2)C1c1cccc([N+](=O)[O-])c1 (stereo not drawn) : mHTT CaM bind: 1; Pf apPOL inh: -13
Listed for COc1ccc(/C=C/C(=O)NCCc2cc3c(C)ccc(C)c3[nH]c2=O)cc1OC : mHTT CaM bind: 2; Pf apPOL inh: -6

The listing continues:
85	CC(C)C(=O)NCC1CCCN(C(=O)NC2CCCC2)C1 (stereo not drawn)
86	CCOC(=O)C1CCN(C(=O)c2cn3c(n2)CCC(c2cccc(F)c2)C3)CC1 (stereo not drawn)
87	CCOc1ccc2nc(SCC(=O)N3CCc4ccccc43)sc2c1
88	O=C(O)COc1ccc2c(c1)OC(=Cc1cccc(Cl)c1)C2=O
89	COc1cccc(C(=O)N2CCC3(CC2)NC(=O)c2ccccc2N3C)c1
90	COc1ccc(C=CC(=O)NCC(C)(O)CSC)cc1OC (stereo not drawn)

assay / compound,85,86,87,88,89,90
mHTT CaM bind,-6,46,-5,25,10,-1
Pf apPOL inh,2,-1,1,9,0,5

91	CCC(C)NC(=O)Nc1ccccc1C (stereo not drawn)
92	CC1CC(C)CN(S(=O)(=O)c2ccc(F)c(C(=O)NCc3ccc(F)cc3)c2)C1 (stereo not drawn)
93	CC1C(=O)N(c2cccc3ccccc23)CCN1C(=O)C1CCCC1 (stereo not drawn)
94	CCCc1nc2cccnc2n1C1CCN(C(=O)NC(C)(C)C)C1 (stereo not drawn)
95	N#CC(=NO)S(=O)(=O)c1ccc(Cl)cc1
96	CC(=O)N1CCc2sc(C(=O)NCC3CCCO3)cc2C1 (stereo not drawn)

assay / compound,91,92,93,94,95,96
mHTT CaM bind,-1,7,-4,5,/,-7
Pf apPOL inh,-2,-7,-2,2,-4&-5,4
